Screening results as filed in PubChem BioAssay.
SR-BI uptake up = activators of SR-BI mediated DiI-HDL uptake, primary screen, ldlA[mSR-BI] CHO cells, DiI fluorescence. 3 h; 100 = double the neutral-control signal. activation, % at 12.5 µM. 320,000 compounds, 0.096% hits;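 active means mean replicate activation of at least 60% and every replicate at or above 60%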;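 further: 0% = median plate neutral-control signal and 100% = twice that signal; values of inactives mirror those of a sister screen read the other way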
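Material: SR-BI-overexpressing, LDLR-lacking CHO cells; schedule: compound exposure 3 h, 37 °C; reagent: DiI-labelled HDL at 10 µg/mL final; technique: bottom-read fluorescence, 550/595 nm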
SR-BI DiI inh = inhibitors of SR-BI mediated HDL lipid uptake, primary screen, ldlA[mSR-BI] cells, fluorescence, single point | ldlA[mSR-BI] CHO cells, DiI-HDL uptake fluorescence, 3 h | inhibition, % at 12.5 µM | 320,000 compounds, 0.96% hits | AID 488896, 2010;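 active means mean replicate inhibition of at least 70% and a set share of replicates each scoring 70 or more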;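 further: 0% = median of neutral control wells and 100% = median of positive control wells; values of inactives mirror those of a sister screen read the other way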
PvdQ acylase = P. aeruginosa PvdQ acylase inhibitors, primary screen, biochemical, fluorescence, plate reader and imaging, single point; AID 488965, 2010; PvdQ acylase [Pseudomonas aeruginosa LESB58]; inhibition, % at 10 µM; purified PvdQ acylase; 340,000 compounds, 0.063% hits; in the data active means inhibition above about 30%, passing the limit was not always enough;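 further: 0% = vehicle neutral wells and 100% = reference inhibitor wells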
HTR5A ag ctr = HTR5A agonists in luminescence cell assay, primary screen, counter-screen for OPRM1-OPRD1 heterodimer agonist project, full-deck HTS; cell-based; activation, % at 9.3 µM; 340,000 compounds, 0.61% hits; in the data active means activation mostly above about 9.5%, no sharp cut-off; inactive means mostly below about 7.6%;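 further: 0% = cells with vehicle only and 100% = reference agonist; strong numbers were not always called active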
CDK5 inh = inhibitors of human CDK5/p35 kinase, primary screen, biochemical, single concentration | Recombinant CDK5/p35, ADP-Glo luminescence, 60 min | inhibition, % at 10 µM | 330,000 compounds, 0.01% hits | AID 488839, 2010;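 active means highest replicate inhibition of at least 50% and at least 75% of replicates reaching 50%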;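 further: plate controls were DMSO neutral control for no effect and GW8510 at 10 µM for full effect; many of its hits are not listed in these tables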
Target sequence (Q00535 whole entry, looked up): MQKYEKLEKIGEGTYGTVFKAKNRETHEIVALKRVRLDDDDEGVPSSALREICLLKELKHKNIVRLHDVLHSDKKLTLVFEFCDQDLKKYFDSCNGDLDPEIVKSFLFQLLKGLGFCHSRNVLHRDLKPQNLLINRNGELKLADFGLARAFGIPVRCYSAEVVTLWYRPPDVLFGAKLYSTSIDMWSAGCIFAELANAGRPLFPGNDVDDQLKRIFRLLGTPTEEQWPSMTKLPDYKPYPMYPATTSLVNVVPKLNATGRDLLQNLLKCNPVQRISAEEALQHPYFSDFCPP
Target sequence (Q15078 whole entry, looked up): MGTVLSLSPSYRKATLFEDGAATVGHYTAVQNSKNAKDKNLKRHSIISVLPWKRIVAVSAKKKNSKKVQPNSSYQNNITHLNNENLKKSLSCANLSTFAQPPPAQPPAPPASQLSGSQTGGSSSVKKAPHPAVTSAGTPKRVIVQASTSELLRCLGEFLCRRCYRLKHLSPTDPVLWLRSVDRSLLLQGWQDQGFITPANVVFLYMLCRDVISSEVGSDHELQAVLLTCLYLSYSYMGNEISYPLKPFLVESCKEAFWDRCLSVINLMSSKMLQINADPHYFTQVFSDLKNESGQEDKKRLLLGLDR
RTF Ca sens act = cardiac RTF calcium sensitivity activators, primary screen, biochemical, IANBD-TnC fluorescence, EC20 calcium; IANBD-labeled TnC RTF fluorescence at EC20 calcium; 0% EC20 calcium, 100% full calcium; activation, % at 7.2 µM; 340,000 compounds, 0.24% hits;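 active means activation above the mean over all tested compounds plus 3 SD, cut at about 30% in these data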;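 further: rise in fluorescence read as greater calcium sensitivity of cardiac thin filaments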
Wnt act = Wnt/beta-catenin pathway activators, primary screen, cell-based, plate reader, single point; activation, % at 9.35 µM; Wnt/beta-catenin reporter cell assay, activator; 300,000 compounds, 1.2% hits; in the data active means activation above about 30%, passing the limit was not always enough;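 further: 0% = neutral control wells and 100% = positive control wells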
dFosB act = activators of delta FosB homodimer, primary screen, biochemical, fluorescence polarization, TAMRA-CDK5 oligo, single point; Protein FosB (Mus musculus), P13346; purified delta FosB; percent of positive-control signal above neutral wells; activation, % at 25 µM; 340,000 compounds, 0.99% hits; AID 493131, 2011;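 active means mean activation above about 17%, with every replicate also reaching it, limit read from the data, passing the limit was not always enough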;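 further: fluorescence polarization rise as delta FosB binds a TAMRA Cdk5 AP-1 oligo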
Rtt109 Vps75 = inhibitors of C. albicans Rtt109/Vps75 HAT, primary screen, biochemical, ThioGlo CoA-SH fluorescence, plate reader; 330,000 compounds, 0.16% hits; inhibition, % at 34.9 µM; purified Rtt109/Vps75, 4 h;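 active means inhibition of at least 50% in every replicate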
Target sequence (Q5AAJ8 whole entry, looked up): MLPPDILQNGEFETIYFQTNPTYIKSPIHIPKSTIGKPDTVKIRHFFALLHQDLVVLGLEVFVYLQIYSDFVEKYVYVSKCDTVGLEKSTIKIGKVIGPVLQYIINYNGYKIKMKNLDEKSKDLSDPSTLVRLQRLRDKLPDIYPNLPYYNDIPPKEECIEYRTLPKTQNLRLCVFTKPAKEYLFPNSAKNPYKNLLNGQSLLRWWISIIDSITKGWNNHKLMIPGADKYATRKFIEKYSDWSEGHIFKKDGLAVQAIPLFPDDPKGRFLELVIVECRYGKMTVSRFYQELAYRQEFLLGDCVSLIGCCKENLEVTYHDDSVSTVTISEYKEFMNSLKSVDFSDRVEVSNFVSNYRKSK
MITF TRPM1 HTS = activators of MITF-driven TRPM1 promoter reporter, primary screen, cell-based, SK-MEL-5, luciferase, single point; SK-MEL-5 TRPM1-promoter luciferase, 24 h; % of positive control, neutral wells = 0; activation, % at 12.5 µM; 300,000 compounds, 0.75% hits;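 active means mean activation of at least 80% with every replicate also reaching 80%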;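 further: 0% = neutral control wells and 100% = parthenolide positive control wells; values of inactives mirror those of a sister screen read the other way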
Starred values were filed as active, the others as inactive; · = no result given; & = joins results of further samples; ! = not active in a repeat.

SMILES	SR-BI uptake up	SR-BI DiI inh	PvdQ acylase	HTR5A ag ctr	CDK5 inh	RTF Ca sens act	Wnt act	dFosB act	Rtt109 Vps75	MITF TRPM1 HTS
CCOC(=O)CNC(=O)CN1C(=O)CC(c2ccccc2)S(=O)(=O)c2ccccc21 (stereo not given)	25	-25	-9	4	-1.5	1	0	-7	-1	5
C/C(N)=C(/C#N)C(=O)COC(=O)C(NS(=O)(=O)c1ccc(Cl)cc1)C(C)O (stereo not given)	15&18	-15&-18	2&-9	1&-1	2.7&0.4	0&7	-3&-4	-5&3	1&3	4&-10
CC1CCN(C2(O)C(=O)Nc3ccc([N+](=O)[O-])cc32)CC1 (stereo not given)	-18	18	13	6	0.0	-3	·	-5	10	-5
COC(C(=O)Nc1ccccc1F)c1ccccc1 (stereo not given)	8	-8	-3	-4	0.1	-3	-4	3	4	-11
CC(=O)Nc1ccc(S(=O)(=O)N(C)CC(=O)OC(C)C(=O)NC2CCCCC2)cc1 (stereo not given)	18	-18	-13	0	-5.0	3	10	-3	-6	6
COc1ccccc1CNC(=O)CN(c1cccc([N+](=O)[O-])c1)S(C)(=O)=O	4	-4	-13	-3	-0.9	2	-1	-8	·	-6
C=CCc1cccc2cc(C(=O)NC3CCCCC3)c(=O)oc12	9	-9	5	0	0.4	0	·	-6	11	10
CC1(C)CC(c2csc(N)n2)CCO1 (stereo not given)	17	-6	7	3	0.1	-9	-2	-2	-2	6
CCc1nnc(NC(=O)c2ccc(OC)c(S(=O)(=O)N3CCCC3)c2)s1	-19	19	10	5	-1.4	-3	2	-26	3	2
O=C(COC(=O)CC1CC2CCC1C2)NC(=O)NCc1ccco1 (stereo not given)	-1	1	-1	2	-1.5	2	-4	-3	15	3
COc1ccc(NC(=O)C2CC(=O)OC23CCOC(C)(C)C3)cc1 (stereo not given)	43	-43	-15	6	-0.1	-1	0	2	7	6
CC(C)c1c(C(=O)N/N=C/C2CC=CCC2)nnn1-c1nonc1N (stereo not given)	-21	21	-1	-5	0.6	-4	-1	-2	22	4
O=C(Nc1ccccc1)Nc1nc(-c2ccc(F)c(F)c2)cs1	-55	55	-13	1	0.3	0	·	13	-4	33
Cc1cn(CC(=O)NCCCN2CCCC2=O)c(=O)[nH]c1=O	12	-12	8	1	0.0	-8	-3	-4	0	2
COc1ccc(NC(=O)CCNS(=O)(=O)c2cccc(C(C)=O)c2)cc1S(N)(=O)=O	13	-13	-9	1	-0.1	5	0	0	-8	-5
Cc1ccccc1N(CC(=O)NC1CCCCC1)C(=O)CNC(=O)c1cccs1	·	·	-15	1	-3.6	2	-4	-5	-7	·
O=C(CN1CCN(c2ccc(F)cc2)CC1)NCc1cccs1	-17	17	-13	0	2.6	8	-1	-26	-3	0
COC(=O)c1ccc(CSc2ncnc3c2sc2nc(N4CCOCC4)c4c(c23)CCCC4)o1	-6	6	1	3	-1.8	10	·	2	0	·
O=C(Nc1cccc(-c2cccc(F)c2)c1)C1CCN(CC2CCOC2)CC1 (stereo not given)	-4	4	4	6	0.4	-5	-2	-11	10	13
O=C(c1ccco1)N1CCN(C(=O)c2ccc(COc3ccc(Cl)cc3Cl)o2)CC1	-25	25	-14	0	0.0	0	0	-18	6	·
Cn1c(=O)c2c(SCC(=O)N3CCCC3)nc(-c3ccccc3)nc2n(C)c1=O	8	-8	5	-4	1.0	-4	·	-1	-6	-2
C=CCN1C(=O)C2(OCCCO2)c2cc(Cl)ccc21	-10	10	2	0	0.5	-2	0	3	3	0
NC(=O)c1ncn([C@@H]2O[C@H](CNS(=O)(=O)c3cc(S(=O)(=O)c4ccccc4)cs3)[C@@H](O)[C@H]2O)n1	-2	2	-17	0	-7.9	-4	-1	-6	5	-1
CC(C)(C)C(=O)NC(C(N)=O)=C(Cl)Cl	-7	7	-12	-1	-0.9	6	·	6	0	7
O=C(NC1CCS(=O)(=O)C1)C12CC3CC(CC(C3)C1)C2 (stereo not given)	-6	6	-9	3	2.0	3	-3	-1	·	-6
COc1ccc(-c2c(C#Cc3ccsc3)c3cc(-c4ccc5c(c4)OCO5)ccc3n2C)cc1	1	6	1	2	-0.9	-1	-4	1	-9	-12
CC1C(C)N(C(=O)CCCl)c2ccccc2N1C(=O)CCCl (stereo not given)	20	-20	1	-1	-0.1	-3	-3	2	-3	-12
COc1ccc(S(=O)(=O)N2CCOC23CCN(S(=O)(=O)c2ccc([N+](=O)[O-])cc2)CC3)cc1	-23	23	-21	10	-4.1	-1	-8	1	3	-11
O=C(CSc1nncs1)NNC(=O)c1ccco1	-7	7	3	6	0.3	-3	4	3	1	-2
CCOc1cccc(-c2nnc(SCC(=O)Nc3ccc(OC)c(OC)c3)n2N)c1	4	-4	4	-2	0.5	-3	6	1	5	·
O=C(Nc1ncc([N+](=O)[O-])s1)c1cccs1	-16&10	16&-10	-21&5	4&-2	-1.7&1.0	3&-1	42*!	-1&-5	-26&-1	19&32
CCC(C(=O)NCCCN1CC(C)CC(C)C1)n1nc(C)c2sc3ccccc3c2c1=O (stereo not given)	-5	5	-1	9	0.1	-3	3	-4	-8	1
CN(C[C@@H](CC1CCCCC1)N(C[C@H](Cc1ccccc1)N(CCc1ccccc1)N=O)N=O)N=O	31	-31	-6	5	0.0	0	-1	-5	4	·
Cc1ccccc1Nc1nc(N)nc(COC(=O)c2ccc(O)cc2)n1	-3	3	4	-3	0.4	2	2	1	1	14
Cc1cc(NS(=O)(=O)c2ccc(NC(=O)C(F)(F)F)cc2)nc(C)n1	2	-2	9	2	0.9	-4	-4	4	7	-1
COc1ccc(C[C@H]2CN3C(=NC[C@@H]3Cc3ccc(O)cc3)N2C[C@H](C)NC(=O)c2ccc(C)c(Br)c2)cc1	16	-16	1	5	3.5	-6	·	13	25	-1
COc1ccccc1/C=C/C(=O)NC(=S)N(C)C1CCCCC1	-51	51	-2	8	-0.8	-1	-3	-2	1	4
Cc1cc(Nc2cc(F)ccc2C)n2ncnc2n1	5	-5	2	-2	1.8	-2	0	5	7	-4
Nc1nc(NCCOCCO)nc(N2CCCCCC2)c1[N+](=O)[O-]	-6	6	4	-2	1.4	-8	2	-1	-7	-1
CN(C(=O)CC1C(=O)NCCN1Cc1ccccc1C(F)(F)F)C1CCOCC1 (stereo not given)	10	-10	1	5	2.0	4	-3	-3	-15	17

Sorted by value in SR-BI DiI inh (largest number first): some entries from above
SMILES | SR-BI DiI inh
O=C(CSc1nncs1)NNC(=O)c1ccco1 | 7
COc1ccc(-c2c(C#Cc3ccsc3)c3cc(-c4ccc5c(c4)OCO5)ccc3n2C)cc1 | 6
Cc1cc(NS(=O)(=O)c2ccc(NC(=O)C(F)(F)F)cc2)nc(C)n1 | -2
CCOc1cccc(-c2nnc(SCC(=O)Nc3ccc(OC)c(OC)c3)n2N)c1 | -4

Continued:
SMILES	SR-BI uptake up	SR-BI DiI inh	PvdQ acylase	HTR5A ag ctr	CDK5 inh	RTF Ca sens act	Wnt act	dFosB act	Rtt109 Vps75	MITF TRPM1 HTS
CC(C)(C)NC(=O)CSc1nnc(SCC(=O)NC(C)(C)C)s1	29	-29	-14	-2	0.6	0	-1	-7	1	8
CN(C(=O)COC(=O)c1ccccc1SCC(=O)N1CCCC1)C1(C#N)CCCCC1	15	-15	-13	1	-1.1	-1	15	-6	-3	-5
O=C(c1ccccc1)N1CCN(C(=O)c2cc3ccccc3o2)CC1	4	-4	-16	-6	0.4	-3	·	-5	-10	-1
Cn1c(N2CCOCC2)c(/C=N/OC(=O)c2ccc(F)cc2)c2ccccc21	-11	11	-14	0	2.3	-1	·	-1	-3	·
O=C(NCc1ccccc1)c1ccc(NC(=O)C2CCC2)cc1	-5	5	-2	4	1.3	4	0	6	9	10
CC(Nc1nc(C(F)(F)F)nc2ccccc12)c1cccs1 (stereo not given)	·	·	-12	-2	12	-3	-2	-13	12	-4
Cc1nc(N2CCN(C(=O)CCC(=O)O)CC2)c2c(C)c(C)sc2n1	3	-3	-14	-4	0.0	-3	3	4	-2	-2
COC(=O)C1=C(C)N(c2cc(Cl)cc(Cl)c2)C(=O)C1	-8	8	4	15*	0.8	-10	·	-1	5	22
O=C(NN1CCOCC1)c1ccc(Cl)s1	6	-6	-16	0	0.9	2	-2	5	-4	4
CCCCn1c(N)c(N(CC(C)C)C(=O)Cn2c(=O)cnc3ccccc32)c(=O)[nH]c1=O	42	-42	-5	12	-0.9	2	-1	-8	-2	1
CSc1ccc(S(=O)(=O)NCC(=O)OC(C)C(=O)NCc2ccccc2)cc1[N+](=O)[O-] (stereo not given)	-6	6	-8	-5	-1.6	1	-1	-1	2	7
CCC(NC(=S)NCc1ccccc1)C(=O)O (stereo not given)	22	-22	-4	1	-0.1	-1	0	-2	-3	1
O=C(NCc1cccnc1)C(=O)N/N=C/c1ccccc1[N+](=O)[O-]	17	-17	2	1	-0.2	-4	-1	1	3	-17
COCCN1CCN(Cc2nc(Cc3ccc(OC)c(OC)c3)no2)CC1	19	-19	-6	0	-5.2	-5	0	-1	3	6
CC1=C(SCc2ccccc2)C(=O)c2ccccc2C1=O	·	·	-8	1	-3.1	-7	-1	-10	2	-70
Cc1ccc(O)c(C(=O)c2coc(=N)c(C(=O)NC(C)C)c2)c1	-12	12	-9	0	0.4	-2	·	-4	0	7
O=C(CSc1nc2ccccc2s1)Nc1nccs1	38	-38	-5	2	-0.2	-1	·	10	-11	·
Cc1ccccc1C(=O)NC=C1C(=O)OC(C)(C)OC1=O	7	-7	-19	-3	0.5	7	-1	2	5	-16
COc1ccccc1N(CC(=O)NC1CCCCC1)C(=O)CNC(=O)c1cccs1	·	·	-15	5	1.3	12	-1	-10	7	-1
O=c1cc(-c2ccccc2)oc2cc(O)c(O)c(O)c12	9	-9	5	0	12	2	-1	1	8	·
CC(NC(=O)C(=O)NCC1CCCO1)c1ccccc1 (stereo not given)	-1	1	-4	4	4.5	-2	0	-4	-12	4
CCNC(=O)COC(=O)c1cc(C)n(-c2ccccc2)c1C	10	-10	2	0	-1.7	4	2	0	6	19
CNC(=O)C(Sc1nc(C)nc2c1oc1ccccc12)C(C)=O (stereo not given)	33	-33	-16	1	-3.9	3	·	-3	-1	-12
COc1cccc(-c2nc(CS(=O)CC(=O)NCc3ccccc3Cl)c(C)o2)c1 (stereo not given)	9	-9	-5	10	-0.3	-2	2	-11	-4	-10

Single records, as listed above:
CCNC(=O)COC(=O)c1cc(C)n(-c2ccccc2)c1C in the list: SR-BI uptake up = 10; SR-BI DiI inh = -10; PvdQ acylase = 2; HTR5A ag ctr = 0; CDK5 inh = -1.7; RTF Ca sens act = 4; Wnt act = 2; dFosB act = 0; Rtt109 Vps75 = 6; MITF TRPM1 HTS = 19
CC(NC(=O)C(=O)NCC1CCCO1)c1ccccc1 (stereo not given) in the list: SR-BI uptake up = -1; SR-BI DiI inh = 1; PvdQ acylase = -4; HTR5A ag ctr = 4; CDK5 inh = 4.5; RTF Ca sens act = -2; Wnt act = 0; dFosB act = -4; Rtt109 Vps75 = -12; MITF TRPM1 HTS = 4
